# Screens (PubChem)
# Rab7 wt modul: modulators of GTP binding to Rab7, primary screen, biochemical, wildtype, multiplex bead flow cytometry | Rab7 GTPase wild type (dog), Bodipy-FL-GTP binding | AID 758, 2007 | GST-Rab7 beads, fluorescent GTP binding; actives lie on both sides; untreated = 100%, excess cold GTP = 0% | GTP binding activity (percent of control), % at 10 µM | 190,000 compounds, 0.055% hits;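 active = fluorescent GTP binding to Rab7 beads changed by at least 20 points from the 100% baseline, either direction, mostly lower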;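 note: median green fluorescence of bound Bodipy-FL-GTP per Rab7 bead population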
# Rab2 wt GTP: modulators of GTP binding to Rab2A wildtype, primary screen, biochemical, dog, bead-based flow cytometry, multiplex | 190,000 compounds, 0.19% hits | Ras-related protein Rab-2A (Canis lupus familiaris), P61105 | GTP binding activity, % at 10 µM | GST-Rab2 wt beads, Bodipy-GTP binding;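 active = GTP binding activity at least 20 points away from 100%, either lowered or raised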;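 note: 0% = beads with excess unlabeled GTP and 100% = no-compound control corrected for plate trend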
# Bcl-W Bim block: inhibitors of Bim binding to Bcl-W, primary screen, biochemical, multiplexed, bead-based flow cytometry. Bcl-2-like protein 2 (Homo sapiens), Q92843. AID 952, 2007. 190,000 compounds, 0.02% hits. Bim peptide-Bcl-W binding. inhibition, % at 10 µM;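 note: 0% = bound tracer without compound and 100% = peptide blocker; higher means less fluorescent Bim peptide bound to Bcl-W beads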
# HRas wt GTP bind: modulators of GTP binding to HRas wildtype, primary screen, biochemical, bead-based flow cytometry, multiplex | AID 759, 2007 | GTPase HRas (Homo sapiens), P01112 | GST-Ras wt beads, Bodipy-FL-GTP binding; actives lie on both sides | 190,000 compounds, 0.14% hits | GTP binding activity, % at 10 µM;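 active = GTP binding activity at least 20% away from the 100% baseline, either lowered as inhibitor or raised as activator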;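 note: 0% = unlabeled GTP competition control and 100% = no-compound control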
# Target sequence (P01112 whole entry, looked up): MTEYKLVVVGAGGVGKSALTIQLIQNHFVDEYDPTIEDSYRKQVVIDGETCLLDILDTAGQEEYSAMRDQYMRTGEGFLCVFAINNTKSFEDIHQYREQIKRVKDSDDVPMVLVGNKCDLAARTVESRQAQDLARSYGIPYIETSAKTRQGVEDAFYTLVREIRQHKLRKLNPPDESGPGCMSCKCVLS
# Cdc42 wt GTP: modulators of GTP binding to wildtype Cdc42, primary screen, biochemical, multiplex bead flow cytometry, Bodipy-GTP. Cell division control protein 42 homolog (Homo sapiens), P60953. GST-Cdc42 beads; actives lie on both sides. percent activity (GTP binding), % at 10 µM. 190,000 compounds, 0.2% hits;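 active = percent activity GTP binding at least 20 points away from the 100% baseline, either down as inhibitor or up as activator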;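 note: median bead fluorescence of bound Bodipy-FL-GTP at 100 nM; 0% = excess unlabeled GTP control and 100% = no compound control; below 100% means less GTP binding so inhibitor and above means activator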
# Target sequence (P60953 whole entry, looked up): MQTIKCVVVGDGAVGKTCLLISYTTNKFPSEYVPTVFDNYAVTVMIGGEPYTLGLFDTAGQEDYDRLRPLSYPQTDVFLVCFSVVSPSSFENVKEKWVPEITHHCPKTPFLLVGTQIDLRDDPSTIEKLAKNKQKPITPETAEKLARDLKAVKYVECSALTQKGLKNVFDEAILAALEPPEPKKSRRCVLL
# Bcl-XL Bim block: inhibitors of Bim-Bcl-XL binding, primary screen, biochemical, multiplexed, bead flow cytometry, human Bcl-XL | inhibition, % at 10 µM | Bim peptide-Bcl-XL binding, fluorescence | AID 1007, 2008 | Bcl-2-like protein 1 (Homo sapiens), Q07817 | 190,000 compounds, 0.04% hits
# Target sequence (Q07817 whole entry, looked up): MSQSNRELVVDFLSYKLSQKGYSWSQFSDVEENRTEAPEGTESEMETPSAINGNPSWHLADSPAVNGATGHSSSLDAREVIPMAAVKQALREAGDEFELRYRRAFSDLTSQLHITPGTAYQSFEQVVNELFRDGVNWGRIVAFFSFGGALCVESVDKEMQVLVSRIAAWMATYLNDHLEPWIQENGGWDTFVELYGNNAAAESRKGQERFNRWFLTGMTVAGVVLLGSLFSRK
# Bcl-2 Bim block: inhibitors of Bim-Bcl-2 binding, primary screen, biochemical, multiplexed, human Bcl-2 family. inhibition, % at 10 µM. Bead-based flow cytometry, Bim peptide-Bcl-2 binding. Apoptosis regulator Bcl-2 (Homo sapiens), P10415. 190,000 compounds, 0.06% hits; in the data active = inhibition above about 40%;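 note: 0% = no compound wells with probe peptide and 100% = reference peptide inhibitor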
# Target sequence (P10415 whole entry, looked up): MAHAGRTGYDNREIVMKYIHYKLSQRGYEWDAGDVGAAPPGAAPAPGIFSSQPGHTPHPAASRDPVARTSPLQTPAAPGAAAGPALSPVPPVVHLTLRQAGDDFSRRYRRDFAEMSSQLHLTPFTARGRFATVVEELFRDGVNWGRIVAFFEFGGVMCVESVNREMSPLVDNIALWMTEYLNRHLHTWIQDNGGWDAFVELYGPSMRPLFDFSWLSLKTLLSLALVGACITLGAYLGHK
# Rac1 wt GTP bind: wildtype Rac1 GTP binding modulators, primary screen, biochemical, GST-Rac1 beads, flow cytometry, multiplex; Ras-related C3 botulinum toxin substrate 1 (Homo sapiens), P63000; fluorescent GTP binding; actives lie on both sides; 0 = cold GTP competed, 100 = untreated; GTP binding activity (% of control), % at 10 µM; 190,000 compounds, 0.27% hits;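 active = GTP binding activity at least 20 points away from the 100% control level, either lower or higher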
# Bim-Bfl-1: inhibitors of Bim binding to Bfl-1, primary screen, biochemical, multiplexed, bead-based flow cytometry; Bcl-2-related protein A1 (Homo sapiens), Q16548; Bim-Bfl-1 binding inhibition; inhibition, % at 10 µM; 190,000 compounds, 0.12% hits;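 note: 0% = wells without compound plus tracer and 100% = blocker peptide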
# Bim-Bcl-B: inhibitors of Bim-Bcl-B binding, primary screen, biochemical, multiplexed, human Bcl-2 family; bead-based flow cytometry, Bim peptide-Bcl-B binding; 190,000 compounds, 0.073% hits; inhibition, % at 10 µM;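 note: 0% = tracer peptide without compound and 100% = reference inhibitor peptide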
# Target sequence (Q9HD36 whole entry, looked up): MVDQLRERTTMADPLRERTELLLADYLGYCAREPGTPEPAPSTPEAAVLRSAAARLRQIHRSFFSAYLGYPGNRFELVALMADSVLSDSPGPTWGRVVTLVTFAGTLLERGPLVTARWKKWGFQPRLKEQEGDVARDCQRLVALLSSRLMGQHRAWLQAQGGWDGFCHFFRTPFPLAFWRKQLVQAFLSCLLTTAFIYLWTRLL
# Rac1 act GTP bind: GTP binding modulators of activated mutant Rac1, primary screen, biochemical, bead-based flow cytometry, multiplex, fluorescent GTP; GST-Rac1 activated beads; actives lie on both sides; 100% means binding = to untreated wells; AID 764, 2007; percent activity (GTP binding), % at 10 µM; 190,000 compounds, 0.11% hits;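 active = GTP binding at least 20 percentage points away from the 100% baseline, in either direction, so actives lie on both sides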
# * marks the source's active call; other numbers are inactive results. Cut-off read from the data, not from the text of the source, unless noted: active = inhibition above about 40%.
1) Cc1noc(NS(=O)(=O)c2ccc(NC(=O)CCCOc3ccc(Cl)cc3Cl)cc2)c1C
2) O=C(NCc1ccc(N2CCCC2=O)cc1)Nc1ccccc1
3) COc1ccc2c(c1)CCc1cn3nc(C)cc3nc1-2
4) O=C(C1CCCN(S(=O)(=O)c2cccc3nonc23)C1)N1CCN(c2ccccc2)CC1 (stereo not given)
5) Oc1oc(-c2ccccc2)nc1C=NCc1ccncc1
6) Cc1nc(-c2ccccn2)sc1C(=O)Nc1ccc(F)cc1F
7) CCCCCC(=O)Nc1ccc(N2CCN(C(=O)CCC)CC2)cc1
8) CCOC(=O)c1[nH]c(COC(=O)c2ccccc2NC(=O)c2ccco2)c(C(=O)OCC)c1C

Compound	1	2	3	4	5	6	7	8
Rab7 wt modul	101	96	91	95	101	100	95	97
Rab2 wt GTP	99	94	93	96	100	100	94	95
Bcl-W Bim block	0	0	0	-1	2	-1	0	0
HRas wt GTP bind	100	98	92	97	97	100	95	97
Cdc42 wt GTP	98	98	93	100	101	102	99	98
Bcl-XL Bim block	-2	5	-4	-1	-3	3	-1	1
Bcl-2 Bim block	3	-8	-1	-3	-5	0	-7	-3
Rac1 wt GTP bind	103	96	92	98	102	103	100	95
Bim-Bfl-1	-2	-6	0	-5	-16	-1	-10	-1
Bim-Bcl-B	0	-6	-5	-7	-4	0	-5	0
Rac1 act GTP bind	96	95	92	95	102	100	95	95

9) Cc1noc(C)c1CN1C(=O)NC2(CCc3ccccc3C2)C1=O (stereo not given)
10) C=CCn1cc(C(=O)OC)c(=O)c2cc(S(=O)(=O)N(CC)CC)ccc21
11) CCOC(=O)C(=Cc1ccc(F)cc1)C(=O)OCC
12) O=C(CN1CCc2ccccc2C1)Nc1ccc(F)cc1F
13) COc1ccc(CCNCC(O)COc2cccc(Br)c2)cc1 (stereo not given)
14) Cc1ccc2[nH]c(=O)c(CN(Cc3ccccc3Cl)C(=O)N3CCOCC3)cc2c1
15) CCn1c(-c2ccccc2)ccc(C#N)c1=O
16) Cc1ccc(S(=O)(=O)CCC(=O)OCC(=O)Nc2cc(C)on2)cc1

Compound	9	10	11	12	13	14	15	16
Rab7 wt modul	99	105	98	97	102	104	98	103
Rab2 wt GTP	99	102	98	94	91	103	95	106
Bcl-W Bim block	0	2	0	1	-3	1	-2	-1
HRas wt GTP bind	101	103	101	94	92	105	99	105
Cdc42 wt GTP	103	103	103	92	85	106	96	106
Bcl-XL Bim block	-4	-3	-2	-1	-4	-5	-15	-2
Bcl-2 Bim block	-1	-1	-5	2	-4	-3	-15	-4
Rac1 wt GTP bind	104	105	105	89	94	105	96	104
Bim-Bfl-1	-6	-13	-9	3	-3	-11	-15	0
Bim-Bcl-B	-4	-6	-6	-1	-4	-6	-9	0
Rac1 act GTP bind	101	101	99	92	84	100	92	102

17) O=C(Nc1nc(-c2ccccc2)cs1)c1ccc(S(=O)(=O)N2CCc3ccccc32)cc1
18) CCn1nccc1C(=O)Nc1cc(Cl)ccc1Cl
19) Cc1[nH]c2ccccc2c1N=Nc1ccc(F)cc1
20) CNc1nc(OC)nc(N2CCOCC2)n1
21) CC(=O)c1ccc(NC(=O)c2ccc(NC(=O)CCS(=O)(=O)c3cccs3)cc2)cc1
22) O=C(CSc1nc(-c2ccccc2)cc(=O)[nH]1)N1CCOCC1
23) Cc1cc(-c2ccccc2)nc(N(C)NC(=O)c2cccc(C(F)(F)F)c2)c1S(C)(=O)=O
24) Cn1c(SCC(=O)N2CCCCC2)nnc1-c1ccc(S(=O)(=O)N2CCOCC2)cc1

Compound	17	18	19	20	21	22	23	24
Rab7 wt modul	100	97	101	100	98	97	97	103
Rab2 wt GTP	101	95	98	100	96	97	99	102
Bcl-W Bim block	1	0	-3	0	-4	0	-1	0
HRas wt GTP bind	101	100	98	101	98	96	96	102
Cdc42 wt GTP	103	99	95	100	100	95	99	102
Bcl-XL Bim block	-2	1	-3	-5	-4	-4	-12	0
Bcl-2 Bim block	2	-5	0	-10	-11	-1	0	1
Rac1 wt GTP bind	110	101	95	102	101	96	101	102
Bim-Bfl-1	7	-10	-3	-11	-10	0	-1	1
Bim-Bcl-B	1	-7	-2	-10	-4	-6	0	3
Rac1 act GTP bind	101	95	96	101	97	96	97	98

25) COc1ccc(C(=O)Nc2ccc3nc(N4CCCCC4)cc(C)c3c2)cc1OC
26) N#Cc1ccsc1NC(=O)CN1CCN(c2ccccc2)CC1
27) COc1ccccc1NC(=S)N(CCCN1CCOCC1)Cc1cccs1
28) Cc1cccc(-n2c(N)cc(=O)[nH]c2=S)c1C
29) O=C(c1cc(C2CC2)on1)N1CCN(C(c2ccccc2)c2ccccc2)CC1
30) COc1ccc(OC)c2sc(NC(=O)c3ccc(Cl)s3)nc12
31) CC(=O)c1cc(-c2ccccc2)n(CC(=O)N2CCC(N3CCCCC3)CC2)c1C
32) Cc1ccc(NC(=O)CCC(=O)N/N=C/c2cccs2)cc1

Compound	25	26	27	28	29	30	31	32
Rab7 wt modul	98	98	98	104	96	98	96	95
Rab2 wt GTP	101	98	99	102	100	101	97	98
Bcl-W Bim block	-2	-3	-2	0	-5	5	-2	-1
HRas wt GTP bind	98	99	98	101	101	100	98	98
Cdc42 wt GTP	97	101	100	103	100	103	99	100
Bcl-XL Bim block	-4	-4	-3	-5	-6	0	-27	1
Bcl-2 Bim block	-7	-5	-3	-5	-3	1	0	1
Rac1 wt GTP bind	102	102	99	105	106	105	101	100
Bim-Bfl-1	-12	-1	-4	-15	-12	-5	-1	0
Bim-Bcl-B	-5	-4	-6	-5	-6	2	-3	0
Rac1 act GTP bind	101	100	95	100	99	98	95	96

# Shown with each value named: part of the list above
29. O=C(c1cc(C2CC2)on1)N1CCN(C(c2ccccc2)c2ccccc2)CC1
  Rab7 wt modul: 96
  Rab2 wt GTP: 100
  Bcl-W Bim block: -5
  HRas wt GTP bind: 101
  Cdc42 wt GTP: 100
  Bcl-XL Bim block: -6
  Bcl-2 Bim block: -3
  Rac1 wt GTP bind: 106
  Bim-Bfl-1: -12
  Bim-Bcl-B: -6
  Rac1 act GTP bind: 99

30. COc1ccc(OC)c2sc(NC(=O)c3ccc(Cl)s3)nc12
  Rab7 wt modul: 98
  Rab2 wt GTP: 101
  Bcl-W Bim block: 5
  HRas wt GTP bind: 100
  Cdc42 wt GTP: 103
  Bcl-XL Bim block: 0
  Bcl-2 Bim block: 1
  Rac1 wt GTP bind: 105
  Bim-Bfl-1: -5
  Bim-Bcl-B: 2
  Rac1 act GTP bind: 98

31. CC(=O)c1cc(-c2ccccc2)n(CC(=O)N2CCC(N3CCCCC3)CC2)c1C
  Rab7 wt modul: 96
  Rab2 wt GTP: 97
  Bcl-W Bim block: -2
  HRas wt GTP bind: 98
  Cdc42 wt GTP: 99
  Bcl-XL Bim block: -27
  Bcl-2 Bim block: 0
  Rac1 wt GTP bind: 101
  Bim-Bfl-1: -1
  Bim-Bcl-B: -3
  Rac1 act GTP bind: 95

32. Cc1ccc(NC(=O)CCC(=O)N/N=C/c2cccs2)cc1
  Rab7 wt modul: 95
  Rab2 wt GTP: 98
  Bcl-W Bim block: -1
  HRas wt GTP bind: 98
  Cdc42 wt GTP: 100
  Bcl-XL Bim block: 1
  Bcl-2 Bim block: 1
  Rac1 wt GTP bind: 100
  Bim-Bfl-1: 0
  Bim-Bcl-B: 0
  Rac1 act GTP bind: 96

# (continued)
33) COC(=O)c1ccc(Nc2cc(C)nc3nc(C)nn23)cc1
34) O=C1CC(c2ccccc2Br)c2cc3c(cc2N1)CCC3 (stereo not given)
35) O=C(/C=C\c1cn(-c2ccccc2)nc1-c1ccc2c(c1)OCCO2)N1CCOCC1
36) O=C1c2ccccc2N2C(=O)c3ccccc3C2N1Cc1ccco1 (stereo not given)
37) CC(C)N(C(=O)CSc1nnc(-c2cc3ccccc3cc2O)n1Cc1ccco1)C(C)C
38) CCNc1nc(SCC(=O)OC)nc(N(C)C)n1
39) Cc1cccc(NC(=O)CN2C(=O)c3ccccc3C2=O)c1C
40) CCOCCCNC(=S)N1CCCN(c2nc3c(C)c(C)ccc3cc2C#N)CC1

Compound	33	34	35	36	37	38	39	40
Rab7 wt modul	92	96	105	93	96	97	105	96
Rab2 wt GTP	90	95	101	92	97	98	100	93
Bcl-W Bim block	6	-2	0	2	9	-2	-1	0
HRas wt GTP bind	88	94	100	98	98	98	98	97
Cdc42 wt GTP	94	97	99	92	98	97	96	94
Bcl-XL Bim block	7	-1	0	0	12	-4	-4	7
Bcl-2 Bim block	2	-2	-5	1	10	0	0	9
Rac1 wt GTP bind	88	96	100	91	102	99	97	95
Bim-Bfl-1	3	-3	-7	-1	10	-9	-10	4
Bim-Bcl-B	10	-6	-5	0	11	-10	-4	-60
Rac1 act GTP bind	92	93	100	91	97	95	96	94

41) COc1ccc(N/C=C/C(=O)C(C)(C)C)cc1
42) COC(=O)CSc1nc(NC(C)C)nc(N2CCOCC2)n1
43) COc1ccc(C(=O)COC(=O)CN2C(=O)NC(C)(C)C2=O)cc1OC
44) Cc1ccc(CNC(=O)c2ccc3c(c2)NC(=O)C(N2CCOCC2)S3)cc1 (stereo not given)
45) COC(=O)Nc1c(C(=O)OC)cc(OC)c(OC)c1OC
46) COc1ccc(CCC(=O)OCC(=O)c2cccc(OC)c2)cc1
47) COc1ccc(S(=O)(=O)NCc2ccc(F)cc2)cc1OC
48) O=C(O)c1ccccc1C(=O)NCCc1ccc(Cl)cc1
49) COc1cc([N+](=O)[O-])ccc1NC(=O)C[n+]1ccccc1
50) CCOC(=O)c1ccc(NC(=O)CN2C(=O)C(CC)SC(CC)C2=O)cc1 (stereo not given)

Compound	41	42	43	44	45	46	47	48	49	50
Rab7 wt modul	97	98	93	104	85	105	106	106	94	100
Rab2 wt GTP	96	98	100	105	95	92	94	104	97	99
Bcl-W Bim block	1	-2	-7	-3	1	-2	-5	0	-3	-7
HRas wt GTP bind	94	97	97	104	93	96	95	102	100	101
Cdc42 wt GTP	96	100	99	107	96	95	89	101	105	101
Bcl-XL Bim block	-4	-8	-1	-5	-3	-3	-1	-1	-1	-8
Bcl-2 Bim block	-3	-12	2	-6	-7	-2	0	-1	-1	-6
Rac1 wt GTP bind	97	106	105	106	100	94	89	103	107	102
Bim-Bfl-1	-2	-18	-8	-14	-9	-5	3	-2	0	-7
Bim-Bcl-B	-4	-6	1	-10	-1	-5	0	-2	-3	-10
Rac1 act GTP bind	93	97	99	103	98	91	93	95	99	100
